NOD2-RIPK2 inh: inhibitors of human NOD2-RIPK2 interaction; inhibition, % at 4.98 µM; O43353; 0.38% of 360,000 active; CHO BLA complementation NOD2-RIPK2, CCF4 ratio; in the data active = inhibition above about 21%;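 also: 0% = vehicle only and 100% = reference blocker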
Target sequence (O43353 whole entry, looked up): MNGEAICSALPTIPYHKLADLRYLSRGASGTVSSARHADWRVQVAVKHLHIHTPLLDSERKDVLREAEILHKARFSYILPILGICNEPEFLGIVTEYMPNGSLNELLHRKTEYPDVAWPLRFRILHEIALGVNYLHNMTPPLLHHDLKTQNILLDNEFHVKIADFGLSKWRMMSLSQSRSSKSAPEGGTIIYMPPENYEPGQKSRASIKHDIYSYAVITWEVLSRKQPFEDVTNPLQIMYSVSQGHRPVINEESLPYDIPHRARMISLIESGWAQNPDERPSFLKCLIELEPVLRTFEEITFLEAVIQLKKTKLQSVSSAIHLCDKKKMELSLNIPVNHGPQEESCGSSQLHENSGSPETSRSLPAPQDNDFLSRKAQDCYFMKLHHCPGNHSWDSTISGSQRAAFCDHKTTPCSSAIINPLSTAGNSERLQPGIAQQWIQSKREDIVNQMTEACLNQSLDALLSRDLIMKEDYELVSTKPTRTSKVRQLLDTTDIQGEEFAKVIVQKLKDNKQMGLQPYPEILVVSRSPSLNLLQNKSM
ABHD5-PLIN5 inh: inhibitors of human ABHD5-perilipin-5 interaction; inhibition, % at 4 µM; Split G. princeps luciferase complementation, luminescence, 4 h; 0.78% of 360,000 active;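 active = inhibition above the mean inhibition across every tested compound plus 3 SD, cut at about 22% in these data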;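 also: 0% = DMSO only wells and the 100% control is not disclosed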
MC4R antag cAMP: blocks human MC4R cAMP signaling. MC4R-expressing cells, MTII-stimulated cAMP, LANCE TR-FRET. inhibition, % at 6.5 µM. P32245. 0.48% of 360,000 active;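 active = inhibition above its plate's cutoff, the mean of tested wells on that plate plus 3 SD, cut at about 29% in these data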;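 also: 0% = Melanotan II alone and 100% = Melanotan II plus saturating MCL0020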
Target sequence (P32245 whole entry, looked up): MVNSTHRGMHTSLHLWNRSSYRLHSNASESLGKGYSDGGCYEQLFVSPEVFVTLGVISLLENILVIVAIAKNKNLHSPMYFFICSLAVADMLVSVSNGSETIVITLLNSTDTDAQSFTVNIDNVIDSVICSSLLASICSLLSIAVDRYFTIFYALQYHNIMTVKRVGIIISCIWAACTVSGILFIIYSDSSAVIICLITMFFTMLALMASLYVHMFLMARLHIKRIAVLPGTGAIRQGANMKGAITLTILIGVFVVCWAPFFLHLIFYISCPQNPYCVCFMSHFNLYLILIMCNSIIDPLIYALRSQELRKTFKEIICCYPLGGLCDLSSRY
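System: U2OS-MC4R stable cell line; Technique: Eu-cAMP/anti-cAMP TR-FRET, emission 671 nm; Repeats: single well per compound; Also added: Melanotan II; Dosing: one concentration, 6.5 µM nominal; Schedule: 30-min compound, 1-h challenge, 1-h detection, room temperature.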
SRC3 inh: human NCOA3 inhibition. HEK293 GAL4-SRC3 luciferase reporter, luminescence. inhibition, % at 3.6 µM. 0.17% of 360,000 active;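 active = inhibition above a per-campaign cutoff, the mean of all compounds plus 3 SD, cut at about 60% in these data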;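 also: 0% = DMSO-treated cells and 100% = gossypol-treated cells at 36 µM; higher means less SRC3-driven luciferase light from the GAL4 reporter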
COUP-TFII inh: NR2F2 (human) inhibition, primary screen | AID 686940 | 0.7% of 370,000 active | P24468 | HEK293T NGFI-A luciferase reporter, luminescence | inhibition, % at 8.6 µM;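 active = inhibition above a per-plate cutoff, mean inhibition of test wells between control levels plus 3 SD, cut at about 38% in these data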;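 also: cells cotransfected with COUP-TFII expression vector driving the NGFI-A reporter; 0% = median of COUP-TF2 test wells and 100% = reporter-only cells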
LRH-1 inv ag: suppresses constitutive activity of human LRH-1; inhibition, % at 3.6 µM; O00482; AID 602396; 0.13% of 360,000 active; HEK293T StAR-luciferase reporter, LRH-1 transfected, 24 h;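 active = inhibition above the mean inhibition of all tested compounds plus 3 SD, cut at about 73% in these data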;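 also: 0% = DMSO wells and 100% = reporter-only cells lacking LRH-1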
SRC1 inh: inhibitors of human steroid receptor coactivator 1 (SRC1); Q15788; HEK293 GAL4-SRC1 luciferase reporter, luminescence; inhibition, % at 3.6 µM; 0.12% of 360,000 active; AID 588354;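 active = inhibition above the campaign mean plus 3 SD, with each screening campaign given its own cutoff, cut at about 60% in these data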;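 also: 0% = DMSO treated cells and 100% = gossypol at 36 µM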
SRC2 inh: human SRC2 (NCOA2) inhibition; HEK293 GAL4-SRC2 luciferase reporter, luminescence; inhibition, % at 9 µM; 0.17% of 370,000 active;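 active = inhibition above the mean inhibition of all tested compounds plus 3 SD, set per campaign, cut at about 52% in these data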;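 also: 0% = DMSO treated cells and 100% = cells given Gossypol at 36 µM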
MC4R ag barr: agonists of human melanocortin 4 receptor (MC4R) beta-arrestin | P32245 | U2OS MC4R beta-arrestin complementation, luminescence; percent of melanotan II response, DMSO zero | activation, % at 8.9 µM | 0.98% of 360,000 active | AID 540308;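 active = activation above a per-plate cutoff, the mean activation of sample wells on that plate plus 3 SD, cut at about 8% in these data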
EBV LMP1 NFkB: reduces LMP1-driven NF-kappaB luciferase signal; LMP1-induced NF-kappaB luciferase reporter cells, luminescence; inhibition, % at 12.5 µM; 0.69% of 350,000 active; in the data active = inhibition above about 41%;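 also: 0% = neutral control wells and 100% = reference inhibitor control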
TLR9-MyD88 inh: TLR9-MyD88 interaction inhibition; inhibition, % at 4.98 µM; Q9NR96+Q99836; 0.21% of 340,000 active; CHO BLA complementation TLR9-MyD88, CCF4 FRET ratio;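 active = inhibition above the mean over all tested compounds plus 3 SD, cut at about 21% in these data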;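 also: 0% = DMSO only wells and 100% = clavulanate BLA inhibitor control wells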
The depositor's hits bear a star; x = not tested or not shown. Only part of the results is shown (hit frequency here may not be typical).

Each structure is followed by: NOD2-RIPK2 inh	ABHD5-PLIN5 inh	MC4R antag cAMP	SRC3 inh	COUP-TFII inh	LRH-1 inv ag	SRC1 inh	SRC2 inh	MC4R ag barr	EBV LMP1 NFkB	TLR9-MyD88 inh
- Cn1cccc1C1CCCN1CC(=O)Nc1ccc(F)c(F)c1F (stereo unspecified)
 : -4	-10	13	9	18	6	-4	2	1.0	-5	-6
- COC(=O)Cn1c(=N)n(CCN2CCCCC2)c2ccccc21
 : 2	-1	-4	9	-10	20	-8	16	-0.2	1	4
- Clc1ccccc1-c1ncnc2ccc(Br)cc12
 : -1	-2	21	12	-8	11	-8	9	1.7	17	x
- CCOC(=O)/C(=N\Nc1cc(Cl)ccc1Cl)N1CCN(C)CC1
 : -8	10	13	8	9	13	1	-19	2.7	0	-3
- COc1ccc(CNC(=O)CSc2nnc(NC(=O)C3CC3)s2)cc1
 : 2	0	29*	11	3	7	11	-13	-1.2	-7	4
- CNC(=O)N(C1=NCCCCC1)c1ccc(Br)cc1
 : 0	-3	6	-2	-15	-1	9	4	-2.0	-1	2
- CCCCn1c(C)cc(/C=C(\C#N)C(=O)O)c1C
 : -11	-1	2	17	7	-1	-37	2	-1.2	5	4
- CC1CC(C)CN(C(=O)COC(=O)CNS(=O)(=O)/C=C/c2ccccc2)C1 (stereo unspecified)
 : -2	-4	-2	0	3	2	9	-17	0.5	0	0
- CC(O)CNc1nc2c(c(=O)n(Cc3cccc(Cl)c3)c(=O)n2C)n1C (stereo unspecified)
 : -3	3	16	-22	-13	-12	-36	4	-0.8	-12	0
- COc1ccc(N2CCN(C(=O)COc3ccc4c(C)c(C)c(=O)oc4c3C)CC2)cc1
 : -12	-4	-2	29	x	8	-17	x	-1.6	2	-7
- Cn1c(SCC(=O)N2CCCC2)nc2cccnc21
 : 2	0	4	22	19	-3	-8	-48	-1.4	0	5
- CC(Oc1ccc(C(=O)c2ccccc2)cc1)C(=O)N1CCOCC1 (stereo unspecified)
 : 8	-11	9	20	8	-20	-38	13	-2.7	-3	-5
- Cc1cc(NC(=O)CSc2nnc(-c3c[nH]c4ccccc34)n2-c2ccc(F)cc2)no1
 : 3	-6	8	-8	-6	2	-12	-13	7.0	-14	2
- O=C(Nc1nc2ccccc2n1CCN1CCOCC1)c1cn(-c2ccccc2)nc1-c1ccccc1
 : 6	6	-2	11	8	-16	4	21	-2.0	26	-3
- CCOc1cccc(N(C(=O)CNC(=O)c2ccco2)C(C(=O)NCC2CCCO2)c2ccccc2)c1 (stereo unspecified)
 : 0	4	-2	-8	-1	12	4	-4	-1.4	1	-10

Other compounds
Each structure is followed by: NOD2-RIPK2 inh	ABHD5-PLIN5 inh	MC4R antag cAMP	SRC3 inh	COUP-TFII inh	LRH-1 inv ag	SRC1 inh	SRC2 inh	MC4R ag barr	EBV LMP1 NFkB	TLR9-MyD88 inh
- Cn1c(=O)c(/C(N)=N/OC(=O)c2ccccc2)cn(-c2ccccc2)c1=O
 : 2	-2	0	-17	-7	1	-11	4	-1.6	0	7
- O=C(CSc1ccc(-c2ccco2)nn1)NC1CCCC1
 : -6	-5	8	-13	-16	-10	-22	18	0.2	4	5
- CC(=O)CCC(=O)c1ccc2ccccc2c1
 : -3	3	4	-5	-1	-37	-28	-27	-1.5	-4	4
- CC(=O)Nc1cccc(-c2cnc(NC(C)=O)cn2)c1
 : 5	-1	-5	-32	-10	-9	-18	-62	1.1	x	x
- CN(c1ccccc1)c1ncnc2c1ncn2C
 : -3	-8	-3	-13	-6	-5	-8	-21	-1.3	1	0
- Cc1ccc(NC(=O)C2CCN(S(=O)(=O)c3ccc4c(c3)oc(=O)n4C)CC2)cc1
 : 4	1	6	4	-5	4	-7	0	-0.8	6	-2
- O=C(Cn1cncn1)NCCCc1ccccc1
 : -12	4	7	9	-2	-1	4	7	0.6	1	2
- O=C(CCCC(=O)N1CCN(c2ccccc2F)CC1)N1CCN(c2ccccc2F)CC1
 : -8	-1	2	6	7	-5	5	-4	-1.7	0	3
- N#Cc1ccccc1Sc1ccccc1C(=O)Nc1ccccc1
 : -1	0	10	-4	-8	7	-1	-3	-0.2	-2	-2
- CCOC(=O)C1(C)CCN1C(=O)c1cc(OC)ccc1Br (stereo unspecified)
 : -20	0	-2	-10	-5	10	-10	11	1.2	x	x
- Cc1c(Cl)cccc1NC(=O)CCN1CCC(C(N)=O)CC1
 : -1	-5	2	-2	-11	-11	12	7	-0.8	6	4
- O=C(Cc1csc(-c2ccccc2)n1)NCc1ccc(F)cc1
 : 6	-3	15	6	14	6	-12	0	-1.5	-10	-2
- COc1ccc2c(c1)C(C)=CC(C)(C)N2S(=O)(=O)c1ccc(Br)cc1
 : 4	-9	-13	19	-68	24	8	8	-1.0	19	-4
- CC1=CC(=O)C(Sc2ccc(C)cc2)=CC1=O
 : 5	62*	18	-15	-9	15	-48	31	-3.3	-8	17
- CCCc1n(CC)c2ccccc2[n+]1CC(O)COC1CCCCC1 (stereo unspecified)
 : -1	0	-1	12	15	20	-4	10	-2.4	5	6

Additional entries follow.
Each structure is followed by: NOD2-RIPK2 inh	ABHD5-PLIN5 inh	MC4R antag cAMP	SRC3 inh	COUP-TFII inh	LRH-1 inv ag	SRC1 inh	SRC2 inh	MC4R ag barr	EBV LMP1 NFkB	TLR9-MyD88 inh
- CC(=O)c1ccc(N2CCN(C(=S)Nc3ccccc3F)CC2)cc1
 : -6	-5	-5	13	12	-11	-32	-41	-1.9	6	-2
- CNc1nc(Oc2ccc(C(=O)OC)cc2)nc(SC)n1
 : -5	1	-1	8	-1	-49	-9	-21	-1.4	2	-11
- Nn1c(SCC(=O)NC2CCCCC2)nnc1-c1ccccc1F
 : 1	-5	11	11	9	-16	-3	-8	-0.8	-8	3
- O=C(CC1SC(=Nc2ccccc2F)N(CCN2CCOCC2)C1=O)Nc1ccc(F)cc1F (stereo unspecified)
 : -11	2	8	22	6	13	-5	21	-0.3	-10	6
- CCC1Sc2ccc(S(=O)(=O)CCC(=O)NCc3ccco3)cc2NC1=O (stereo unspecified)
 : 8	2	6	8	-15	4	6	-2	-1.9	2	-3
- Cc1cc(O)c(NC(=O)c2cc([N+](=O)[O-])ccc2Cl)cc1C
 : -11	-2	5	-2	-17	61	-20	27	-0.3	15	-11
- O=C(Nc1ccc(C#Cc2ccccc2)cc1)C1CC1
 : -2	2	3	-130	-106	-254	-156	-59	-1.6	-43	1
- O=C(NCCNC(=O)c1ccccc1)c1ccccc1
 : -7	-1	24	1	15	-5	1	-8	0.8	-12	-5
- O=C(Nc1cccc(O)c1)C1CC(c2ccc(Cl)cc2)=NO1 (stereo unspecified)
 : 18	1	-3	-5	-13	12	-7	9	-0.6	7	-2
- CCOC1=C(C#N)CC2(CC1)c1ccccc1-c1ccccc12
 : -1	3	22	-6	11	-10	0	5	0.0	3	-2
- COc1cc(C(=O)NC2CCCC2)c(Br)c(OC)c1OC
 : -6	3	14	-8	1	-15	-5	12	-0.1	7	1
- O=C(CSc1n[nH]c(=O)[nH]c1=O)c1ccccc1
 : 1	5	3	15	-5	17	1	3	0.6	-3	7
- C=CCOc1ccc(CNc2nn[nH]n2)cc1
 : 1	3	2	8	-10	-4	-11	-2	-0.1	2	-2
- COc1ccc(-c2cc(C(=O)O)no2)cc1
 : 0	13	-8	8	3	11	-21	-15	4.0	0	0
- CC(C)(C)NC(=O)C(=O)NNC(=O)c1ccc(C(C)(C)C)cc1
 : -5	-1	19	-4	15	-1	-9	17	0.5	-5	-5

The listing continues.
Each structure is followed by: NOD2-RIPK2 inh	ABHD5-PLIN5 inh	MC4R antag cAMP	SRC3 inh	COUP-TFII inh	LRH-1 inv ag	SRC1 inh	SRC2 inh	MC4R ag barr	EBV LMP1 NFkB	TLR9-MyD88 inh
- CC(C)NC(=O)NC(=O)COC(=O)c1ncc(Cl)c(Cl)c1Cl
 : -8	3	18	7	22	6	-2	-1	-4.0	2	-5
- Cc1cccn2c(=O)c(/C=N/O)c(NCc3ccccc3)nc12
 : 7	0	-16	-12	-17	-3	-60	-9	4.6	-32	-15
- NC(=O)c1ccc(SCC(=O)OCC(=O)N2CCN(C(=O)c3ccco3)CC2)c([N+](=O)[O-])c1
 : -1	14	-4	-12	-13	3	-6	-16	-2.5	3	7
- Nc1cc(N2CCCC2)ccc1[N+](=O)[O-]
 : -7	-1	2	-59	5	7	-13	-2	0.1	-2	1
- CCN1CCN(C(c2ccccn2)c2c(NC(=O)c3ccccc3)sc(C)c2C)CC1 (stereo unspecified)
 : 5	-3	2	16	-8	24	1	-15	-0.7	11	-1
- Cc1cn2c(nc1=O)OC1CC2OC1CO (stereo unspecified)
 : -4	-3	13	14	-7	0	3	-9	2.6	-6	1
- COc1ccccc1NC(=O)N(Cc1ccco1)Cc1cc2ccc(C)c(C)c2[nH]c1=O
 : 3	6	-12	7	-3	24	-7	7	-3.2	-2	4
- CC(=O)Nc1ccc(NCc2ccc(C)s2)cc1
 : 1	3	-2	-58	-13	-19	-24	-9	-0.4	1	-3
- Cc1cnc(NC(=O)CCN2C(=O)C3CCCCC3C2=O)s1 (stereo unspecified)
 : 14	-7	7	3	-9	10	4	-8	-1.8	-3	4
- CCN(C(=O)COC(=O)c1cc2ccccc2cc1OC)c1c(N)n(Cc2ccccc2)c(=O)[nH]c1=O
 : -4	1	3	23	13	8	3	-19	-0.9	-3	5
- CCCCOc1ccc(N(CC(=O)NCC2CCCO2)C(=O)CCC(=O)Nc2nccs2)cc1 (stereo unspecified)
 : 8	-3	15	8	3	-9	2	17	1.4	-3	-12
